Screens (PubChem BioAssay)
DT40 TDP1 CPT: qHTS for Inhibitors of human tyrosyl-DNA phosphodiesterase 1 (TDP1): qHTS in cells in presence of CPT; chicken DT40 Tdp1-/-;hTDP1 cells + 20 nM CPT, ATP luminescence, 48 h; Potency, µM (highest dose often 46.2 µM), inactives show at the highest dose activity change, negative = growth inhibition, usual class: inhibitors; 12% of 420,000 active; note: nearly all actives have a fitted effect of over 55% in size
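Cell growth measured by CellTiter-Glo luminescence after a minimum 48 h, 37 C compound exposure with 20 nM CPT in Tdp1-knockout DT40 cells stably expressing hTDP1, seeded 400/well; qHTS titration format.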
KAT2A inh: qHTS Assay for Inhibitors of GCN5L2 | Histone acetyltransferase KAT2A (Homo sapiens), Q92830 | GCN5L2 HAT assay, ThioGlo1 CoA-SH fluorescence | Potency, µM (titrated, usually from 58.9 µM), without a hit: at the highest dose activity change, negative = inhibition, usual class: inhibitors | 0.21% of 390,000 active | AID 504327, 2011
Target sequence (Q92830 whole entry, looked up): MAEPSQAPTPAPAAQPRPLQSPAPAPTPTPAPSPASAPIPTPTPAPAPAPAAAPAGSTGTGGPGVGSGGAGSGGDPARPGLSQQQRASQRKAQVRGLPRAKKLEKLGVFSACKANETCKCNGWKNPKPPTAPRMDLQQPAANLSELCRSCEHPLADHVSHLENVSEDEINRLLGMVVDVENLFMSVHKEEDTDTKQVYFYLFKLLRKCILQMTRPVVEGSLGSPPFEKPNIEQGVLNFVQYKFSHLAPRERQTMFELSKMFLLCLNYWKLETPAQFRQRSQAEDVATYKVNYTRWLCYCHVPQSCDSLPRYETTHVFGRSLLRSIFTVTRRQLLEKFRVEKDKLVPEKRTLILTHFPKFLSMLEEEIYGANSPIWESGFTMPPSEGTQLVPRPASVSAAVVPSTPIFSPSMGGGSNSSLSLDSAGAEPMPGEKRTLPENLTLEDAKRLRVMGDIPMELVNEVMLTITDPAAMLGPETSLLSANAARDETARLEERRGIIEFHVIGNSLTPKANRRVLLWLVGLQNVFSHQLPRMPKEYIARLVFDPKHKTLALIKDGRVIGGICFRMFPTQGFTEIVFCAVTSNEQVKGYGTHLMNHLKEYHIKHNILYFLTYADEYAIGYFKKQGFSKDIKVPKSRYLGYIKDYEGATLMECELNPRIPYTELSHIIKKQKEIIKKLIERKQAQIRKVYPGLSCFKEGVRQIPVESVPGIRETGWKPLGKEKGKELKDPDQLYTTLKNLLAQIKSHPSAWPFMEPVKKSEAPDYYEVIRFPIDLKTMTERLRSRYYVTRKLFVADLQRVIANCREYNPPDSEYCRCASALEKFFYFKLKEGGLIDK
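Preincubate 20nM GCN5L2 with compound 15 min, RT → add 50uM ThioGlo1 + 75uM H3(1-25) + 70uM acetyl-CoA → read fluorescence 0 and 20 min. Primary qHTS; fluorescent artifacts likely.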
DT40 TDP1 no CPT: qHTS for Inhibitors of human tyrosyl-DNA phosphodiesterase 1 (TDP1): qHTS in cells in absence of CPT; DT40 Tdp1-/- hTDP1 cells, no CPT, ATP luminescence, 48 h; 15% of 420,000 active; Potency, µM (top dose mostly 46.2 µM), for the others: at the highest dose activity change, negative = growth inhibition, most hits filed as inhibitors; note: nearly all actives have a fitted effect of over 55% in size
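Camptothecin absent (DMSO only). Human TDP1-complemented DT40 knockout cells, 400 cells/well, 37 °C for minimum 48 hr; ATP measured via CellTiter-Glo, 30 min dark incubation, luminescence.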
* hit, by the source's call; ? = inconclusive; . = no result given; & = joins results of further samples; [ ] = dose if it differs, or a comment. Calls come from the whole dose curve; as a rule, active = well fitted curve in the direction sought with a large enough effect; inconclusive = small, poorly fitted or top-dose-only effect, or another doubt; inactive = no such curve, though single readings can be large; an effect the other way counts as inactive or inconclusive. % is set by controls: 0 for no effect and ±100 for the full control effect; potency is the fitted concentration of half-maximal effect.

Each structure is followed by: DT40 TDP1 CPT | KAT2A inh | DT40 TDP1 no CPT
1	Cc1cccc(-c2nnn(CC/C(N)=N/O)n2)c1
  6% | -6% | -22%
2	COc1ccc(C(C)=O)cc1COC(=O)CCNS(=O)(=O)c1ccc(C)cc1
  -8% | 0% | -19%
3	CCN1C(=O)c2ccc(C(=O)O)cc2C1=O
  -17% | 1% | -2%
4	CCOc1ccccc1OCCOCCN1CC(C)OC(C)C1 (centres undefined)
  -11% | -2% | -22%
5	O=C(CC(=O)NN=Cc1ccc2c(c1)CCC2)NN=Cc1ccc2c(c1)CCC2
  -6% | . | ?
6	CCOC(=O)c1c(Cc2ccccc2)c[nH]c1C
  ? | -5% | -27%
7	CC1CN(C(=O)N2CCOCC2)CCN1C(=O)N1CCOCC1 (centres undefined)
  4% | -1% | 0%
8	O=C(NC1CCCCC1)C1CCN(S(=O)(=O)N2CCOCC2)CC1
  -15% | 18% | -6%
9	COc1cc(/C=N/NC(=O)c2nnn(-c3nonc3N)c2C)ccc1OCc1ccc(Cl)cc1
  ? | . | ?
10	COc1ccc(Cl)cc1NC(=O)CSC1=Nc2ccccc2C2=NC(CC(=O)NC3CCCCC3)C(=O)N12 (centres undefined)
  18µM* | -5% | -93%
11	CC(C)(C)c1ccc(-c2nnc(SC3CCOC3=O)n2Cc2ccccc2)cc1 (centres undefined)
  -23% | -6% | ?
12	CC(C)(C)OC(=O)N(CCc1ccccc1)Cc1ccc(OCc2cccc(NC(=O)/C=C/c3ccccc3)c2)cc1
  -20% | . | -24%
13	Cn1c(/C=N/c2nc3ccccc3[nH]2)nc2ccccc21
  ? | 3% | ?
14	COc1ccc2[nH]cc(/C=C/c3cc[n+](C)cc3)c2c1
  ? | -5% | 5.2µM*
15	Cc1ccc(C(=O)c2cn(CC(=O)NC3CCCCC3)c3nc(C)ccc3c2=O)cc1
  -27% | 4% | ?
16	CC(=O)Nc1ccc(NC(=O)CCn2cnnn2)cc1
  3% | 0% | -4%
17	O=C(O)c1cc(=O)c2c(Cl)cc(Cl)cc2[nH]1
  3%&-4%&-1%&19% | -10% | 7%&-12%&6%&-5%
18	COc1ccc(CNC(=O)c2ccc3c(c2)CCN3S(=O)(=O)c2ccc(C)cc2)cc1
  10µM* | -6% | 13µM*
19	Cc1ccc(CN2CCN(Cc3ccon3)CC2CCO)cc1 (centres undefined)
  18% | -4% | -6%
20	COC(=O)C(Cc1ccc(O)cc1)NC(=O)CCC(=O)Nc1ccc(S(N)(=O)=O)cc1 (centres undefined)
  4% | 2% | -1%
21	CC(=O)N1c2ccc(S(=O)(=O)N3CCCC3C(=O)Nc3ccc(C)cc3)cc2CC1C (centres undefined)
  ? | 8% | ?
22	CCn1c(NC(=O)Nc2cccc(C)c2C)cc2sccc21
  ? | 0% | -28%
23	COc1ccc(C(=O)N/N=C\c2coc3ccc(C)cc3c2=O)cc1
  -36% | -3% | -20%
24	COC(=O)c1[nH]c2cc(OC)ccc2c1NC(=O)CN1CCC(C(N)=O)CC1
  -14% | -2% | -4%
25	CCOc1ccc(NC(=O)CN(C)C(=O)c2c(C)noc2C)cc1OCC
  1% | 1% | -8%
26	Cc1cc(C)nc(NC(=S)Nc2ccc(Br)cc2Cl)c1
  6.5µM* | 0% | 6.5µM*
27	N#CCCn1cc(C(=O)Nc2ccc(C(=O)O)cc2)c(-c2cccs2)n1
  ? | -2% | ?
28	Cc1c(NC(=O)C(C)N2C(=O)c3ccccc3C2=O)c(=O)n(-c2ccccc2)n1C (centres undefined)
  8% | 35%[activator] | -3%
29	COc1ccc2c(C#CCCO)c(-c3ccc(S(C)(=O)=O)cc3)sc2c1
  ? | -10% | ?
30	COC(=O)c1c(C)oc2ccc(OC(=O)N3CCOCC3)cc12
  -13% | 2% | 4%
31	CC(C)N(C(=O)COC(=O)CCC(=O)c1cccs1)c1ccccc1
  4% | -3% | 25%
32	CC(=O)Nc1ccc(S(=O)(=O)N2CCN(c3nnnn3-c3ccccc3)CC2)cc1
  -12% | -13% | -12%
33	Cc1cc(Cl)ccc1C(=O)C1CCCN(C(=O)c2cccc(N3CCCC3=O)c2)C1 (centres undefined)
  16µM* | -3% | ?
34	Cc1cccc(S(=O)(=O)N(C)C[C@H]2OCc3cnnn3CCCC(=O)N([C@@H](C)CO)C[C@H]2C)c1
  -21% | . | -6%
35	Cc1cccnc1-c1cccc2c1OC(CNC(=O)C1CCCc3c1[nH]c1ccccc31)C2 (centres undefined)
  ? | . | ?
36	CC(C(=O)c1ccc(Br)cc1)[n+]1cccc2ccccc21 (centres undefined)
  10µM* | -10% | 9.2µM*
37	COc1ccc(/C=C2\COc3ccccc3C2=O)cc1OC
  15µM* | -10% | 21µM*
38	CN(C)c1ncc(C2=C(Cl)C(=O)C(N3CCCC3)=C(Cl)C2=O)s1
  0.92µM* | . | 1.2µM*
39	CCC(C(=O)NCc1cccnc1)c1ccccc1 (centres undefined)
  -12% | -4% | 16%
40	Cc1onc(-c2ccccc2Cl)c1C(=O)OCn1nnc2ccccc2c1=O
  18µM* | -10% | 16µM*
41	CC1C(=O)C(C)C(c2cc(Cl)ccc2O)NC1c1cc(Cl)ccc1O (centres undefined)
  ? | -27% | -73%
42	CC(C)(C)C(=O)Cn1ncc(NC2CC2)c(Br)c1=O
  2% | -7% | 1%
43	COc1ccc(C2(CNC(=O)Cc3ccc(OC)c(OC)c3)CCOCC2)cc1
  -14% | 67%[activator] | -13%
44	COc1ccc(C(=O)Nc2ccc(C(=O)N3CCCCC3C)cc2)c(OC)c1OC (centres undefined)
  -14% | 2% | 0%
45	CCOC(=O)c1ccc(NC(=O)Cn2cc(C(=O)c3cccs3)c3ccccc32)cc1
  ? | -5% | ?
46	Cc1[nH]n(-c2ccccc2)c(=O)c1N=Nc1ccc2c(c1)OCO2
  -1% | -8% | -1%
47	COc1ccc(C2CC(=O)c3cnc(NC(=O)c4cccc(OC)c4)nc3C2)cc1 (centres undefined)
  ? | -2% | ?
48	O=C(Nc1ccn(Cc2cccc3ccccc23)n1)c1cccnc1
  ? | 17% | ?
49	COc1ccccc1CN1CCC2(CC1)c1ccccc1[C@@H](NC(=O)c1ccco1)[C@@H]2OC
  -17%[9.04 µM] | . | -24%
50	Cc1cc2cc3c(=O)[nH]c(=O)nc-3n(CC(O)C(O)C(O)CO)c2cc1C (centres undefined)
  ? | . | ?
51	O=S(=O)(Nc1nc2ccccc2nc1NCCN1CCOCC1)c1cccc(Cl)c1
  -19% | -1% | -15%
52	CCOc1ccc(CCNS(=O)(=O)c2ccc3c(c2)NC(=O)CC(=O)N3)cc1OCC
  5% | -7% | -16%
53	O=C(NNC(=O)C1CCCCC1)c1cnccn1
  -16% | -10% | ?
54	COc1ccc(OC)c(CCNC(=O)c2ccc3c(c2)c(C)c(C)n3Cc2ccccc2)c1
  16µM* | -21% | ?
55	COc1ccc(-c2noc(CSc3nnc(Cc4ccccc4)n3-c3ccc(F)cc3)n2)cc1
  ? | -2% | 16µM*
56	COC(=O)c1cc(S(=O)(=O)NCCc2cccc(C)c2)cn1C
  9% | -6% | -20%
57	CCc1nnc(NC(=O)C2CCCN2C(=O)NC2CCCCC2)s1 (centres undefined)
  14% | 0% | -11%
58	CC(C)(C)C(=O)OCc1nc(-c2ccc(C(F)(F)F)cc2)cs1
  0% | -3% | -21%
59	CC(=O)Nc1cccc(NC(=O)C2CC(=O)N(C3CCCCC3)C2)c1 (centres undefined)
  0% | -3% | -27%
60	CCCc1cc(C(=O)N2CCCC(C(=O)c3ccc(Cl)cc3)C2)n(C)n1 (centres undefined)
  ? | -3% | ?

2 entries picked at random from the list so far:
Each structure is followed by: DT40 TDP1 CPT | KAT2A inh | DT40 TDP1 no CPT
36	CC(C(=O)c1ccc(Br)cc1)[n+]1cccc2ccccc21 (centres undefined)
  10µM* | -10% | 9.2µM*
40	Cc1onc(-c2ccccc2Cl)c1C(=O)OCn1nnc2ccccc2c1=O
  18µM* | -10% | 16µM*

(more compounds)
Each structure is followed by: DT40 TDP1 CPT | KAT2A inh | DT40 TDP1 no CPT
61	CN(C)c1nc(N)nc(-c2ccco2)n1
  -2% | 1% | -4%
62	Cc1occc1C(=O)NNC(=O)c1ccccc1Br
  -20% | 1% | 7%
63	C=C(C)CSc1nnc([C@@H](NC(=O)OC(C)(C)C)C(C)CC)o1 (some centres undefined)
  -27% | -6% | ?
64	CS(=O)(=O)N1CCC(Oc2ccccc2C(=O)NC2CCOC2)CC1 (centres undefined)
  0% | -2% | 8%
65	CCCn1nnc(NC(=O)c2ccc(OCC)c(Cl)c2)n1
  -14% | -8% | -4%
66	COc1cccc(C(C(=O)NC2CCCCC2)N(C(=O)Cc2cccs2)c2ccc(-n3cnnn3)c(OC)c2)c1 (centres undefined)
  ? | -11% | ?
67	CCC(CC)C(=O)Nc1c(C(=O)N2CCN(c3ccccc3)CC2)oc2ccccc12
  21µM* | -6%&-4% | 8.2µM*
68	CCn1c(C)nc2cc(C(=O)OC)ccc21
  11% | -6% | 4%
69	CCCc1cc(=O)oc2cc(OCC(=O)NCCc3ccc(S(N)(=O)=O)cc3)ccc12
  -23% | -17% | -26%
70	CC(=O)/C(N=Nc1ccc(C(=O)O)cc1[N+](=O)[O-])=C(\C)O
  -1% | ? | 11%
71	Cc1sc2nc(CSCC(=O)Nc3ccc(Cl)cc3F)[nH]c(=O)c2c1C
  3% | 2% | -4%
72	CCC(=O)N1CCc2cc(S(=O)(=O)NCCC(=O)Nc3ccc(C)cc3)ccc21
  ? | -1% | ?
73	COc1ccc(C(CNC(=O)/C=C/c2c(Cl)nc3ccccn23)N(C)C)cc1 (centres undefined)
  ? | -8% | ?
74	S=C(c1ccc(-c2cc(Cl)ccc2Cl)o1)N1CCOCC1
  -16% | -4% | -23%
75	Nc1ccn(CC(=O)NCc2ccc3[nH]ccc3c2)c(=O)n1
  5% | 4% | -3%
76	COc1ccc(S(=O)(=O)NCC2CCC(C(=O)NCCCN3CCCC3=O)CC2)cc1 (centres undefined)
  2% | -1% | 8%
77	COc1ccc(CN=C2NC(=O)CC(C(=O)Nc3ccc(Cl)cc3)S2)cc1 (centres undefined)
  21µM* | -3% | 13µM*
78	Cc1ccc(Nc2nc(=O)c3cc([N+](=O)[O-])ccc3s2)cc1
  2% | 0% | -7%
79	COc1ccc([C@H]2N[C@]3(CCCN(Cc4ccccc4)C3=O)[C@H]3C(=O)N(C)C(=O)[C@@H]23)cc1
  -14% | . | -21%
80	CCC(CC)C(=O)Nc1cc(NC(=O)C(CC)CC)cc(C(=O)O)c1
  -2% | -19% | -3%
81	O=C(CN1CCC(n2nnc3cc(F)ccc32)CC1)Nc1ccccc1N1CCOCC1
  16µM* | -5% | 18µM*
82	CCCN1CNC(=S)N(c2ccccc2C)C1
  -8% | -1% | ?
83	COc1ccc(NC(=O)c2cccs2)cc1C(=O)N1CCN(c2ccccc2)CC1
  ? | -5% | ?
84	CCn1c(CNC(=O)Cc2ccc(OC)cc2)nnc1SCCOc1ccccc1
  ? | -3% | 16µM*
85	Cc1cc(C)c(Cn2cnc3ccccc32)c(C)c1
  -25% | -9% | -19%
86	CCOCCCNC(=O)CN1C(=O)COc2ccc(S(=O)(=O)N3CCCC3)cc21
  9%&9% | -9%&2% | -6%&3%
87	CCCCCCSc1ccc([C@H]2N[C@@](C)(C(=O)OC)[C@H]3C(=O)N(CC)C(=O)[C@@H]23)cc1
  23µM* | -17% | 18µM*
88	O=C(CN1CCN(c2ccc(F)cc2)CC1)Nc1nnc(-c2ccccc2)s1
  0% | -8% | 4%
89	Cc1cccc(NCc2n[nH]c(=S)n2-c2ccccc2)c1
  4% | 0% | -7%
90	COc1ccc(C(C(=O)NC2CCCCC2)N(C(=O)CCl)c2ccc(OC)cc2)cc1 (centres undefined)
  1.8µM* | -5% | 1.5µM*
91	Cc1cccc(C2=NN(c3ccccc3)[C@@H](C(=O)N3CCOC3=O)[C@@H]2c2ccccc2)c1
  3% | ? | ?

Molecules from the list above with an aryl thioether with sulfur outside any ring:
Each structure is followed by: DT40 TDP1 CPT | KAT2A inh | DT40 TDP1 no CPT
11	CC(C)(C)c1ccc(-c2nnc(SC3CCOC3=O)n2Cc2ccccc2)cc1 (centres undefined)
  -23% | -6% | ?
55	COc1ccc(-c2noc(CSc3nnc(Cc4ccccc4)n3-c3ccc(F)cc3)n2)cc1
  ? | -2% | 16µM*
63	C=C(C)CSc1nnc([C@@H](NC(=O)OC(C)(C)C)C(C)CC)o1 (some centres undefined)
  -27% | -6% | ?
84	CCn1c(CNC(=O)Cc2ccc(OC)cc2)nnc1SCCOc1ccccc1
  ? | -3% | 16µM*
87	CCCCCCSc1ccc([C@H]2N[C@@](C)(C(=O)OC)[C@H]3C(=O)N(CC)C(=O)[C@@H]23)cc1
  23µM* | -17% | 18µM*

This is a subset (hit frequency here may not be typical).
